Source: PubChem
AddAB inh: less growth of phage-infected E. coli with AddAB. E. coli expressing H. pylori AddAB, absorbance growth. inhibition, % at 11.9 µM. hit rate 0.29% among 330,000; in the data active = inhibition above about 12%;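 also: 0% = vehicle wells of infected cells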
phage Ecoli inh: E. coli growth loss with phage present; AID 651602; inhibition, % at 11.9 µM; growth absorbance; hit rate 0.26% among 360,000; in the data active = inhibition above about 11%
Wnt bcat act: activators of Wnt/beta-catenin signaling. Wnt/beta-catenin reporter cell assay, activator, plate reader. activation, % at 9.35 µM. hit rate 1.2% among 300,000; in the data active = activation above about 30%, passing the limit was not always enough;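 also: 0% = neutral control wells and 100% = positive control wells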
Tat transport: inhibitors of E. coli Tat protein transport. inhibition, % at 10 µM. E. coli MC4100 TorA-mCherry Tat export, fluorescence. hit rate 0.036% among 340,000;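 active = mean replicate inhibition at least 50% and at least half of replicates individually reaching 50%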;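 also: exported cargo escapes ClpAP degradation while cytoplasmic cargo is degraded and loses fluorescence; 0% = median of neutral control wells and 100% = median of NaSCN control wells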
SR-BI DiI inh: blocks mouse SR-BI lipid uptake from DiI-HDL; Q61009; ldlA[mSR-BI] CHO cells, DiI-HDL uptake fluorescence, 3 h; inhibition, % at 12.5 µM; hit rate 0.96% among 320,000; AID 488896;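 active = mean replicate inhibition of at least 70% and a set share of replicates each scoring 70 or more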;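 also: 0% = median of neutral control wells and 100% = median of positive control wells; values of inactives mirror those of a sister screen read the other way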
Target sequence (Q61009 whole entry, looked up): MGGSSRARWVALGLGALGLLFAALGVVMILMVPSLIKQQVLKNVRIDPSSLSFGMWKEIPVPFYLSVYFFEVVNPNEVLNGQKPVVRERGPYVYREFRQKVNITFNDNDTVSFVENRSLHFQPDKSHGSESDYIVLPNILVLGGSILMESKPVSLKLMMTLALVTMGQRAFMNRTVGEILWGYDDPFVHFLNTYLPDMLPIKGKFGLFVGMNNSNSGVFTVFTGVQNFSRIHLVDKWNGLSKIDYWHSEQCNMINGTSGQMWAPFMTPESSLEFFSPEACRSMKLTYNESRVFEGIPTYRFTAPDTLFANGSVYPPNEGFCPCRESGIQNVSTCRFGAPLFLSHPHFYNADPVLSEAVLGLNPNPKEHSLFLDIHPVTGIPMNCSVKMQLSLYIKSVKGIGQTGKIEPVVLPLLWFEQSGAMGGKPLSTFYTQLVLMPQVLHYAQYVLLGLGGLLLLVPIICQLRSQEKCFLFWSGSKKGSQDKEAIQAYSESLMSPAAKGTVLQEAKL
CAL PDZ FP-1: human CAL PDZ-peptide interaction inhibition; Q9HD26; purified CAL PDZ, TMR-peptide fluorescence polarization, 1 h; inhibition, % at 20 µM; hit rate 0.02% among 330,000; AID 504414;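 active = highest replicate inhibition of at least 40%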;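 also: plate controls were DMSO neutral control wells for no effect and unlabeled competitor peptide control wells for full effect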
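Assay system – tagged CAL PDZ protein CerCALP, purified · Timing – 1 h at RT · Compound – single point, 20 µM · Measured by – fluorescence polarization from S- and P-plane intensities, G-factor corrected · Evaluation – inhibition from polarization loss · Probe or stimulus – TMR reporter peptide T*-PRC34 · Buffer or medium – pH 7.4 phosphate-saline buffer, reducing agent, detergent, IgG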
CAL PDZ FP-2: blocks peptide binding to the human CAL PDZ domain; Q9HD26; purified CAL PDZ, TMR-peptide fluorescence polarization, 1 h; inhibition, % at 24.9 µM; hit rate 0.92% among 300,000; AID 602252;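 active = mean inhibition of at least 30% with at least half of replicates also reaching 30%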;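 also: 0% = DMSO neutral control and 100% = excess unlabeled competitor peptide PRC23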
MITF TRPM1 HTS: MITF TRPM1 promoter activation in melanoma cells; activation, % at 12.5 µM; hit rate 0.75% among 300,000; SK-MEL-5 TRPM1-promoter luciferase, 24 h; % of positive control, neutral wells = 0; AID 588334;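 active = mean activation of at least 80% with every replicate also reaching 80%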;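 also: 0% = neutral control wells and 100% = parthenolide positive control wells; values of inactives mirror those of a sister screen read the other way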
Ecoli viability: bacterial growth inhibition, counter-screen for AddAB inhibitors. E. coli V3065 growth, OD600 absorbance, 18 h. inhibition, % at 11.9 µM. hit rate 0.27% among 330,000. AID 449728;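 active = inhibition above the campaign's mean inhibition across all tested compounds plus 3 SD, cut at about 9.9% in these data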;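 also: uninfected addAB+ strain grown without phage in ampicillin broth; 0% = DMSO wells and 100% = ciprofloxacin 0.95 µg/ml wells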
SR-BI DiI-HDL act: enhances SR-BI lipid uptake from DiI-HDL; CHO ldlA[mSR-BI] cells, DiI-HDL uptake fluorescence, 3 h; 100 = double the neutral-control signal; activation, % at 12.5 µM; hit rate 0.096% among 320,000; AID 504775;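 active = mean replicate activation of at least 60% and every replicate at or above 60%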;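 also: 0% = median plate neutral-control signal and 100% = twice that signal; values of inactives mirror those of a sister screen read the other way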
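Test system: SR-BI-overexpressing, LDLR-lacking CHO cells; Also added: labelled HDL, 10 µg/mL; Measured by: bottom-read cell fluorescence after medium removal, ex 550/em 595 nm; Timing: 3 h uptake period with compound, 37 °C; Buffer or medium: F12, 0.5% BSA, 25 mM HEPES; Doses: single compound concentration, delivered by pin transfer.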
* = called active by the depositor; & = joins results of further samples.

SMILES	AddAB inh	phage Ecoli inh	Wnt bcat act	Tat transport	SR-BI DiI inh	CAL PDZ FP-1	CAL PDZ FP-2	MITF TRPM1 HTS	Ecoli viability	SR-BI DiI-HDL act
CC[C@@H]1C(=O)OC[C@@H]1Cc1cncn1C	-0.6&-1.1	4.1&5.0	-2&-14	-3&1	-11&-2	0.8&0.1	0&10	0&9	-0.4&0.2	18&18

A portion of the library, so the mix of outcomes need not match the whole.
